EP2 mod: EP2 receptor (human) modulation. induction, % at 25 µM. EP2-expressing cells, cAMP HTRF FRET, PGE2 co-stimulation. AID 940. 0.83% of 260,000 active. P43116;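 active = compounds whose cAMP rise, as percent of the full-agonist control response, exceeds 60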;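 note: rat C6 glioma line stably carrying human EP2 under a CMV promoter; the protocol text gives 20 µM as final concentration; 100% = response of wells given 1 µM PGE2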
Hck Nef HTS: blocks Nef-activated human Hck kinase; Recombinant Hck-YEEI plus Nef, Z-Lyte FRET kinase assay; AID 463187; 0.68% of 220,000 active; P08631; inhibition, % at 20 µM;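 active = Hck-Nef kinase inhibition above about 50%, limit read from the data; inactive = inhibition below that limit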;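 note: 0% = DMSO with Hck plus Nef and 100% = Hck alone without Nef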
Target sequence (P08631 whole entry, looked up): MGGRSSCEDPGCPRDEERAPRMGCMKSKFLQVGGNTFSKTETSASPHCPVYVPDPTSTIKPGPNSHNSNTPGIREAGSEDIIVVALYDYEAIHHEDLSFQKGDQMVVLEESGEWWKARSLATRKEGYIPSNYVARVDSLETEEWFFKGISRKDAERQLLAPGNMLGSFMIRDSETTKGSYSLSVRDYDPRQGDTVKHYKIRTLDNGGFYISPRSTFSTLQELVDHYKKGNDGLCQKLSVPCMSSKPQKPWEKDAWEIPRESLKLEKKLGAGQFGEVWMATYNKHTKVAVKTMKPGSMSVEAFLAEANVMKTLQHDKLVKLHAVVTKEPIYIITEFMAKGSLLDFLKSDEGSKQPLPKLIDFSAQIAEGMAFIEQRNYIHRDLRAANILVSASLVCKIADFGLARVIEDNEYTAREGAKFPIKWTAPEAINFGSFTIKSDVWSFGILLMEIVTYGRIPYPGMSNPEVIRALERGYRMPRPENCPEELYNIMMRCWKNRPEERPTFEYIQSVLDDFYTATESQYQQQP
m-calpain inh: calpain II (pig) inhibition; purified calpain II, fluorogenic peptide substrate, 30 min; inhibition, % at 16 µM; 0.37% of 220,000 active;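 active = inhibition above about 50%, limit read from the data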
zVAD death inh: L929 zVAD cell death inhibition. L929 zVAD necroptosis rescue, ATP luminescence, 24 h; with zVAD 60 µM. viability rescue, % at 10 µM. AID 1377. 0.38% of 220,000 active;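 active = activation, scaled between plate controls, above about 75%, limit read from the data; inactive = activation under that limit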;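 note: 0% = zVAD with DMSO and 100% = DMSO alone without zVAD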
eIF4E-4G inh: blocks eIF4E binding to eIF4G | 0.37% of 220,000 active | inhibition, % at 21.7 µM | AID 782 | P63073+Q04637 | TR-FRET eIF4E-eIF4GI(517-606) binding, 2 h;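 active = inhibition above about 30%, limit read from the data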;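 note: 0% = full FRET control wells and 100% = background wells lacking eIF4GI fragment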
14-3-3 Bad inh: disrupts binding of bovine 14-3-3 zeta to phospho-Bad peptide | 0.71% of 220,000 active | P63103 | inhibition, % at 21.7 µM | TR-FRET 14-3-3zeta/Dy647-pBad peptide displacement, 1 h;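 active = inhibition above about 70%, limit read from the data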;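 note: 0% = full 14-3-3 plus peptide FRET controls and 100% = background without 14-3-3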
Target sequence (P63103 whole entry, looked up): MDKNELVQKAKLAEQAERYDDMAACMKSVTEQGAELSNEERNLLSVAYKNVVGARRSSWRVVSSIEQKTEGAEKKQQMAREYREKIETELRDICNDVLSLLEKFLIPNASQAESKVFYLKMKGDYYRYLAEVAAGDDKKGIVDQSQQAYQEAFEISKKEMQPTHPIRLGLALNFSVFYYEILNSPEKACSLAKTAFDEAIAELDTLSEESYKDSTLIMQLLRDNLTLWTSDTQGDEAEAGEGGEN
Rad51 HR inh: Rad51 (human) homologous recombination inhibition; inhibition, % at 10 µM; Q06609; 0.085% of 200,000 active; hRad51 DNA strand exchange, fluorescence dequenching;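 active = inhibition above 40% at the single screening dose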;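 note: 0% = DMSO control wells and 100% = blanks with heterologous ssDNA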
Target sequence (Q06609 whole entry, looked up): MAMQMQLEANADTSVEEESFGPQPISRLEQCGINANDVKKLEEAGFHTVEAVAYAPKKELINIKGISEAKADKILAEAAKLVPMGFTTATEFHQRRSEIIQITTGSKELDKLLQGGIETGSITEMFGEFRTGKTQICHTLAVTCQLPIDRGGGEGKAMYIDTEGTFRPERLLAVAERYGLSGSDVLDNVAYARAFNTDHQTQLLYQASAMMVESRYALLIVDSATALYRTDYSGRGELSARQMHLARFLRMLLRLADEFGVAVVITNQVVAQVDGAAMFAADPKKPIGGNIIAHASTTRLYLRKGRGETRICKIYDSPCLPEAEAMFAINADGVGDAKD
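System: hRad51 filaments on single-stranded DNA; reagent: Fluorescein- and BHQ1-tagged 47-mer duplex; compound dosing: one concentration, 10 µM final; timing: filaments 15 min 37 °C, then compound 30 min; measured by: fluorescein emission 520 nm, excitation 485 nm; benchmarks: per-plate controls and blanks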
PGE2 EP2 inh: EP2 receptor (human) inhibition; 0.52% of 260,000 active; C6 glioma cells expressing human EP2, cAMP TR-FRET; cells stimulated with saturating PGE2; inhibition, % at 25 µM;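 active = percent inhibition above 40 after rounding to a whole number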;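 note: rat C6 glioma host cells with rolipram phosphodiesterase inhibitor present; the protocol text gives 20 µM as final concentration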
TbHK1 inh: T. brucei hexokinase 1 inhibition. inhibition, % at 10 µM. 0.11% of 220,000 active. recombinant TbHK1, G6PDH-coupled NADH A340. AID 1430;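 active = inhibition of 50% or more in the single-dose primary screen; inactive = inhibition below 50%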
* hit, by the source's call; & = joins results of further samples; [ ] = dose if it differs, or a comment. These rows are one share of the data; the hit share may differ from the screen's.

Results for O=C(Nc1nc(-c2cccs2)cs1)c1cccc(S(=O)(=O)N2CCCCCC2)c1 ?
EP2 mod: -25; Hck Nef HTS: 6; m-calpain inh: -113; zVAD death inh: 5.0; eIF4E-4G inh: -36; 14-3-3 Bad inh: -33; Rad51 HR inh: -6; PGE2 EP2 inh: 11; TbHK1 inh: -1

Results for O=C1c2ccccc2C(Nc2ccccc2)N1c1cccnc1 (stereo not given) ?
EP2 mod: 20; Hck Nef HTS: 0; m-calpain inh: 0; zVAD death inh: -0.6; eIF4E-4G inh: 1; 14-3-3 Bad inh: 5; Rad51 HR inh: -3; PGE2 EP2 inh: 10; TbHK1 inh: -8

What do the screens show for `O=C(CSc1nnc2scc(-c3ccccc3)n12)NCc1ccco1`?
EP2 mod: 10; Hck Nef HTS: -13; m-calpain inh: -14; eIF4E-4G inh: 0[fluorescence artefact?]; 14-3-3 Bad inh: -3; PGE2 EP2 inh: 8; TbHK1 inh: 2

How did Cc1ccc(Oc2nc(-c3ccccc3)ncc2S(C)(=O)=O)cc1 do in these assays?
EP2 mod: 75*; Hck Nef HTS: 1; m-calpain inh: 4; zVAD death inh: 0.0; eIF4E-4G inh: 0; 14-3-3 Bad inh: -5; Rad51 HR inh: 3; PGE2 EP2 inh: 15; TbHK1 inh: 2

Results for Cc1ccc(Cn2nnc(C(=O)Nc3cccc(C)c3C)c2N)cc1 ?
EP2 mod: -51; Hck Nef HTS: -4; m-calpain inh: -20; zVAD death inh: 0.9; eIF4E-4G inh: -2; 14-3-3 Bad inh: 6[fluorescence artefact?]; Rad51 HR inh: -4; PGE2 EP2 inh: 30; TbHK1 inh: -1

What do the screens show for `CC(C)=N/N=C(\N)SCc1ccccc1`?
EP2 mod: 18; Hck Nef HTS: 34; m-calpain inh: -26; zVAD death inh: 0.3; eIF4E-4G inh: -16; 14-3-3 Bad inh: 3; PGE2 EP2 inh: 6; TbHK1 inh: -2

Results for Nc1nnc(CC(c2ccccc2)c2ccccc2)s1 ?
EP2 mod: -29; Hck Nef HTS: -3; m-calpain inh: -18; zVAD death inh: 0.9; eIF4E-4G inh: 6[fluorescence artefact?]; 14-3-3 Bad inh: 7[fluorescence artefact?]; Rad51 HR inh: 5; PGE2 EP2 inh: 4; TbHK1 inh: 3

How did CC1CCN(C(=O)/C(=C/c2ccccc2Cl)c2ccccc2)CC1 do in these assays?
EP2 mod: 54; Hck Nef HTS: 0; m-calpain inh: 12; zVAD death inh: -0.4; eIF4E-4G inh: -1; 14-3-3 Bad inh: -2; Rad51 HR inh: 7; PGE2 EP2 inh: 2; TbHK1 inh: 3

Results for O=C(O)COc1ccccc1/C=N/NC(=O)CSc1nnc(SCc2cccc3ccccc23)s1 ?
EP2 mod: -36; Hck Nef HTS: 5; m-calpain inh: 19; zVAD death inh: 0.1; eIF4E-4G inh: 1; 14-3-3 Bad inh: 15; PGE2 EP2 inh: 9; TbHK1 inh: -8

Results for N#Cc1ccccc1Cn1cc(C#N)c2ccccc21 ?
EP2 mod: 3&7; Hck Nef HTS: 0; m-calpain inh: -4; zVAD death inh: -0.1; eIF4E-4G inh: -1[fluorescence artefact?]; 14-3-3 Bad inh: 6; Rad51 HR inh: -6; PGE2 EP2 inh: 8&-2; TbHK1 inh: 4

How did CCCn1cc(CN2CCC(Cc3cccc(F)c3)(C(=O)OCC)CC2)c(C)n1 do in these assays?
EP2 mod: 25; Hck Nef HTS: 19; m-calpain inh: -12; zVAD death inh: -0.1; eIF4E-4G inh: 1; 14-3-3 Bad inh: -1; Rad51 HR inh: -8; PGE2 EP2 inh: 2; TbHK1 inh: -10

How did O=C(NCCC1=CCCCC1)C1CCCN(S(=O)(=O)c2ccccc2)C1 (stereo not given) do in these assays?
EP2 mod: 10; Hck Nef HTS: -9; m-calpain inh: 25; zVAD death inh: -0.6; eIF4E-4G inh: -2; 14-3-3 Bad inh: -11; Rad51 HR inh: 1; PGE2 EP2 inh: 10; TbHK1 inh: 7

How did CCCCCC(=O)NNC1CC(=O)N(c2cccc(OCC)c2)C1=O (stereo not given) do in these assays?
EP2 mod: 22; Hck Nef HTS: 9; m-calpain inh: 7; zVAD death inh: 0.7; eIF4E-4G inh: 4; 14-3-3 Bad inh: 3; Rad51 HR inh: -21; PGE2 EP2 inh: 5; TbHK1 inh: -8

How did CC(C)C(NC(=O)CC12CC3CC(CC(C3)C1)C2)C(=O)O (stereo not given) do in these assays?
EP2 mod: 31; Hck Nef HTS: 2; m-calpain inh: 14; zVAD death inh: -0.1; eIF4E-4G inh: 0; 14-3-3 Bad inh: -8; TbHK1 inh: 1

What do the screens show for `CCCCCCCCNC(=O)CC(NS(=O)(=O)c1ccc(NC(C)=O)cc1)C(C)C` (stereo not given)?
EP2 mod: 40; Hck Nef HTS: 2; m-calpain inh: -8; eIF4E-4G inh: 1; 14-3-3 Bad inh: 2; PGE2 EP2 inh: 6; TbHK1 inh: 2

Results for COC(=O)[C@H](CC(C)C)NC(=O)Nc1cccc(Br)c1 ?
EP2 mod: -5; Hck Nef HTS: 2; m-calpain inh: 16; zVAD death inh: 0.1; eIF4E-4G inh: 4; 14-3-3 Bad inh: 6; Rad51 HR inh: -1; PGE2 EP2 inh: 9; TbHK1 inh: -1

How did CC1CCN(S(=O)(=O)c2ccc(NC(=O)c3cccs3)cc2)CC1 do in these assays?
EP2 mod: -45; Hck Nef HTS: -6; m-calpain inh: -21; zVAD death inh: 9.3; eIF4E-4G inh: -7; 14-3-3 Bad inh: -13; Rad51 HR inh: 3; PGE2 EP2 inh: 5; TbHK1 inh: 6

Results for Cn1c(CN2CCOCC2)nnc1SCc1cccc(F)c1 ?
EP2 mod: 20; Hck Nef HTS: -2; m-calpain inh: -11; zVAD death inh: 1.5; eIF4E-4G inh: -3; 14-3-3 Bad inh: -4; Rad51 HR inh: -2; PGE2 EP2 inh: 4; TbHK1 inh: -4

What do the screens show for `COc1ccc2c(c1)N(C(=O)CN1C(=O)C3CCCCC3C1=O)C(C)(C)C=C2C` (stereo not given)?
EP2 mod: 12; Hck Nef HTS: 6; m-calpain inh: 31; zVAD death inh: -0.4; eIF4E-4G inh: -5; 14-3-3 Bad inh: -1[fluorescence artefact?]; Rad51 HR inh: -7; PGE2 EP2 inh: 7; TbHK1 inh: 2

Results for CCOC(=O)N1CCC(=NNc2ccnc3cc(Cl)ccc23)CC1 ?
EP2 mod: -38; Hck Nef HTS: 14; m-calpain inh: -19; zVAD death inh: 2.2; eIF4E-4G inh: -3; 14-3-3 Bad inh: -18; Rad51 HR inh: -4; PGE2 EP2 inh: 2; TbHK1 inh: -11

What do the screens show for `Nn1c(Cc2ccccc2)n[nH]c1=S`?
EP2 mod: 6&13; Hck Nef HTS: 23; m-calpain inh: -28; zVAD death inh: 3.3; eIF4E-4G inh: -3; 14-3-3 Bad inh: -11; Rad51 HR inh: 8; PGE2 EP2 inh: 14&5; TbHK1 inh: -1

Results for O=C(Nc1ccc(Cl)cc1)N1CCSC1=NCc1ccccc1 ?
EP2 mod: 22; Hck Nef HTS: 16; m-calpain inh: -27; zVAD death inh: -0.2; eIF4E-4G inh: -6; 14-3-3 Bad inh: 0; Rad51 HR inh: 15; PGE2 EP2 inh: 17; TbHK1 inh: 1

How did CCOC(=O)c1c(CCl)nc2ccccc2c1-c1ccccc1 do in these assays?
EP2 mod: 87*; Hck Nef HTS: 35; m-calpain inh: -2; zVAD death inh: -0.8; eIF4E-4G inh: -10; 14-3-3 Bad inh: 10; Rad51 HR inh: 22; PGE2 EP2 inh: 6; TbHK1 inh: -6

Results for COc1ccc(-c2nnc(SC(C)C(=O)NCc3ccc4c(c3)OCO4)n2Cc2ccco2)cc1 (stereo not given) ?
EP2 mod: 34; Hck Nef HTS: -1; m-calpain inh: -52; zVAD death inh: -0.4; eIF4E-4G inh: 1; 14-3-3 Bad inh: 19; Rad51 HR inh: -3; PGE2 EP2 inh: 7; TbHK1 inh: 3

How did CCCCOC(=O)C1=C(C)Nc2nnnn2C1c1ccc(OC)c(OC)c1OC (stereo not given) do in these assays?
EP2 mod: 14; Hck Nef HTS: 2; m-calpain inh: 21; zVAD death inh: 0.1; eIF4E-4G inh: 5; 14-3-3 Bad inh: -10; Rad51 HR inh: 3; PGE2 EP2 inh: 7; TbHK1 inh: -8

Results for CCCn1c(=N)n(CC(O)c2ccc(C)cc2)c2ccccc21 (stereo not given) ?
EP2 mod: 6; Hck Nef HTS: 17; m-calpain inh: -5; zVAD death inh: -0.5; eIF4E-4G inh: 2; 14-3-3 Bad inh: 7; Rad51 HR inh: 19; PGE2 EP2 inh: 11; TbHK1 inh: 0

Results for C(=N\Nc1nc2ccccc2[nH]1)/c1c[nH]c2ccccc12 ?
EP2 mod: -103; Hck Nef HTS: 1; m-calpain inh: -1; zVAD death inh: 80*; eIF4E-4G inh: -5; 14-3-3 Bad inh: -26; PGE2 EP2 inh: 33; TbHK1 inh: -28

Results for O=C(Nc1ncccc1O)c1c(O)c2ccccc2[nH]c1=O ?
EP2 mod: 17; Hck Nef HTS: -3; m-calpain inh: -94; zVAD death inh: 0.7; eIF4E-4G inh: 0; 14-3-3 Bad inh: -2; Rad51 HR inh: -3; PGE2 EP2 inh: 12; TbHK1 inh: -29

Results for CCN(C(=S)Nc1ccccc1F)C1CCCCC1 ?
EP2 mod: 4; Hck Nef HTS: 2; m-calpain inh: 14; zVAD death inh: -0.2; eIF4E-4G inh: 10; 14-3-3 Bad inh: -4[fluorescence artefact?]; Rad51 HR inh: 0; PGE2 EP2 inh: 2; TbHK1 inh: 6

What do the screens show for `CC(=O)c1sc(C(C)(C)C)cc1NC(=O)/C=C/C(=O)O`?
EP2 mod: -13; Hck Nef HTS: 9; m-calpain inh: 0; zVAD death inh: -1.0; eIF4E-4G inh: -8; 14-3-3 Bad inh: 2; Rad51 HR inh: 13; PGE2 EP2 inh: 3; TbHK1 inh: -12

How did O=C(OCCN1CCCCC1)c1ccccc1Cl do in these assays?
EP2 mod: 15; Hck Nef HTS: -1; m-calpain inh: -7; zVAD death inh: 0.1; eIF4E-4G inh: -5[fluorescence artefact?]; 14-3-3 Bad inh: 10[fluorescence artefact?]; Rad51 HR inh: -2; PGE2 EP2 inh: 20; TbHK1 inh: 6

What do the screens show for `CCOc1ccc(Oc2cc(NC(=O)c3ccco3)cc([N+](=O)[O-])c2)cc1`?
EP2 mod: -3; Hck Nef HTS: -1; m-calpain inh: -14; zVAD death inh: -0.1; eIF4E-4G inh: -7; 14-3-3 Bad inh: 6; TbHK1 inh: -7

Results for CC(C)NC(=O)Cn1cc(C(=O)C2CC2)c2ccccc21 ?
EP2 mod: 20; Hck Nef HTS: 19; m-calpain inh: -8; zVAD death inh: 2.6; eIF4E-4G inh: 3; 14-3-3 Bad inh: -8; Rad51 HR inh: 6; PGE2 EP2 inh: 5; TbHK1 inh: -4

How did O=C(Nc1ccc(Cn2cccn2)cc1)c1ccc(COc2ccccc2Br)cc1 do in these assays?
EP2 mod: 6; Hck Nef HTS: 1; m-calpain inh: -31; zVAD death inh: 2.3; eIF4E-4G inh: 5; 14-3-3 Bad inh: -4; Rad51 HR inh: 6; PGE2 EP2 inh: 17; TbHK1 inh: -6

At a glance, 2 of the compounds above.
Results for O=C(O)COc1ccccc1/C=N/NC(=O)CSc1nnc(SCc2cccc3ccccc23)s1 ?
EP2 mod: -36; Hck Nef HTS: 5; m-calpain inh: 19; zVAD death inh: 0.1; eIF4E-4G inh: 1; 14-3-3 Bad inh: 15; PGE2 EP2 inh: 9; TbHK1 inh: -8

Results for N#Cc1ccccc1Cn1cc(C#N)c2ccccc21 ?
EP2 mod: 3&7; Hck Nef HTS: 0; m-calpain inh: -4; zVAD death inh: -0.1; eIF4E-4G inh: -1[fluorescence artefact?]; 14-3-3 Bad inh: 6; Rad51 HR inh: -6; PGE2 EP2 inh: 8&-2; TbHK1 inh: 4
